DENV2 CPE: DENV2-induced cell death inhibition; CPE inhibition, % at 9.99 µM; hit rate 1.7% among 350,000; DENV2-infected cells, cytopathic effect rescue, plate reader; in the data active = CPE inhibition above about 20%, passing the limit was not always enough; tested in BHK-21 cells;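 note: 0% = median of neutral control wells and 100% = median of positive control wells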
CASP6 VEID inh: inhibitors of human caspase-6; P55212; inhibition, % at 12.5 µM; purified caspase-6, Z-VEID-R110 cleavage fluorescence; hit rate 0.53% among 350,000; AID 686996;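 active = mean inhibition across replicates at least about 35%, with every replicate also reaching that limit, limit read from the data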;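 note: 0% = median of neutral control wells and 100% = no fluorescence left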
Target sequence (P55212 24-179 limits assumed): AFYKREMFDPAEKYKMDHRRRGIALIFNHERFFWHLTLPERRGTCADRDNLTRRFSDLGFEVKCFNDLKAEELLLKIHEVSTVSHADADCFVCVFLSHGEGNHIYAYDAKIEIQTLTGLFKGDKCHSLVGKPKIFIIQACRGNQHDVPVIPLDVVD
Target sequence (P55212 194-293 limits assumed): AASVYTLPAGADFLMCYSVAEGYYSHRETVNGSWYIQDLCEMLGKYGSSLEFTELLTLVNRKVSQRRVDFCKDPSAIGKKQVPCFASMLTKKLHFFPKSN
Xi reactivation: activators of X-chromosome reactivation in mouse fibroblasts. AID 743238. hit rate 0.055% among 360,000. activation, % at 7.58 µM. XiGFP mouse fibroblasts, % GFP-positive cells imaging, 3 d; cells co-treated with 5-aza-dC sensitizer; scaled so ellipticine positive control = 100%;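 active = mean normalized replicate activation at least 10% and every replicate at or above 10%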;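 note: 0% = median of on-plate neutral control wells and 100% = ellipticine 6 µM median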
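Material: XiGFP fibroblasts, SV40-immortalized. Buffer or medium: DMEM plus 5-aza-dC sensitizer. Compound: single concentration per compound, delivered by pin transfer. Times: 3 days compound exposure. Controls: ellipticine 6 µM.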
RAD52 anneal inh: blocks human RAD52 DNA annealing | P43351 | recombinant RAD52 DNA annealing, FRET fluorescence | inhibition, % at 18.7 µM | hit rate 0.46% among 360,000 | AID 651710;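 active = every replicate showing at least 50% inhibition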
E-sel inducer: induces E-selectin expression in human endothelial cells | activation, % at 7.58 µM | hit rate 0.37% among 260,000 | HUVEC E-selectin immunofluorescence imaging; normalized: neutral wells 0, TNF-alpha wells 100 | P16581;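 active = mean E-selectin-positive cell signal at least 10% of the positive control, reached in at least 60% of replicates, without over 20% cell loss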;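 note: in these data hits start at about 27%; measured in HUVEC primary endothelial cells; signal is the percent of cells scored E-selectin positive by PE staining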
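material = human umbilical vein endothelial cells (HUVEC), E-selectin induction | quantity = 3,000 cells/well | medium = EGM-2 growth medium on 0.1% gelatin-coated wells | technique = immunofluorescence imaging | read-out basis = % PE-positive cells | control set = TNF-alpha positive control, DMSO neutral control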
INS-1E GSIS act: primary screen for activators of insulin secretion dependent on glucose, INS-1E cells, GLuc reporter luminescence. INS-1E GLuc reporter insulin secretion, 2-3 h. activation, % at 16.6 µM. hit rate 0.61% among 370,000. AID 743287;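 active = lowest replicate activation of at least 40%, so every replicate reaches that level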;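 note: 0% = median of neutral control wells and 100% = median of IBMX positive control wells; some compounds called inactive have numbers as strong as hits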
RAD54 branch: inhibitors of human RAD54 branch migration; Q92698; AID 602329; RAD54 Holliday junction branch migration, FAM/BHQ fluorescence; hit rate 0.14% among 360,000; inhibition, % at 10.4 µM;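 active = mean normalized replicate activity at least 40 and at least half of replicates scoring 40 or more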;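 note: 0% = median of neutral control wells and 100% = median of positive control wells; inhibitors cause a drop in the FAM fluorescence signal; in these data hits start at about 50%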
Target sequence (Q92698 whole entry, looked up): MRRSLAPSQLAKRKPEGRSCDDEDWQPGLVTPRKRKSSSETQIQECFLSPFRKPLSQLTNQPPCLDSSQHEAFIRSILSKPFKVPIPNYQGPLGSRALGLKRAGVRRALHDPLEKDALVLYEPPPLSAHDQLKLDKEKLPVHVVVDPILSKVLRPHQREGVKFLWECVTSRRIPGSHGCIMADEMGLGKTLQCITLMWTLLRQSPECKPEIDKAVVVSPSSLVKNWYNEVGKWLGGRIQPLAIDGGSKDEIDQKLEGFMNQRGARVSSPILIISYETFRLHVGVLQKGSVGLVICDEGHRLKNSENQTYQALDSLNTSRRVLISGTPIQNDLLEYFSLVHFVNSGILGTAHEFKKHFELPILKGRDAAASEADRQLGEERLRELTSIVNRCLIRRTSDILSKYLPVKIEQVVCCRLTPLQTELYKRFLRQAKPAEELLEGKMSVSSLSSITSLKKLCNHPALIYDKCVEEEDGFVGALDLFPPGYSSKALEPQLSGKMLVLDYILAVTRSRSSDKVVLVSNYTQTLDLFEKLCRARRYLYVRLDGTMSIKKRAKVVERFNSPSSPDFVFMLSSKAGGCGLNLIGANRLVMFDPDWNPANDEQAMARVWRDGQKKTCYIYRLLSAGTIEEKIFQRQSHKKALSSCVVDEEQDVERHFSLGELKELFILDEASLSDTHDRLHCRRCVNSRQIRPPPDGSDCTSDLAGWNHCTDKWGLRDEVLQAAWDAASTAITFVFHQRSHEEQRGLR
CFTR F508del cor: correctors of CFTR F508del function in bronchial epithelial cells; hit rate 0.36% among 350,000; CFBE cells, YFP halide quenching; stimulated with forskolin plus potentiator P3; % fluorescence drop versus neutral controls; AID 720511; activity (quench increase), % at 7.58 µM;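 active = mean added fluorescence quench of at least 8% versus neutral control, with both replicates also reaching 8%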;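 note: cells transiently co-express mutant CFTR-F508del with the halide-sensitive YFP; corrector assay measuring rescue of mutant channel to the surface after 24 h compound exposure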
* = called active by the depositor; nt = no result given.

SMILES	DENV2 CPE	CASP6 VEID inh	Xi reactivation	RAD52 anneal inh	E-sel inducer	INS-1E GSIS act	RAD54 branch	CFTR F508del cor
C[C@H](CO)N1C[C@H](C)[C@@H](CN(C)CC2CC2)Oc2ccc(NC(=O)Cc3ccccc3)cc2CC1=O	-4	-2	0.5	6	14	23	-9	-2.8
COc1ccc(CN(C)C[C@H]2Oc3c(NC(=O)Nc4ccccc4)cccc3C(=O)N([C@H](C)CO)C[C@H]2C)cc1	-10	2	0.0	7	-0.5	1	-21	-1.2
C[C@@H]1CN([C@H](C)CO)C(=O)c2cc(NC(=O)Cn3cnnn3)ccc2O[C@@H]1CN(C)Cc1ccccc1	5	1	-0.8	0	0.2	11	-12	-0.1
C[C@H](O)C#Cc1cnc2c(c1)C(=O)N([C@@H](C)CO)C[C@@H](C)[C@H](CN(C)C(=O)CN1CCOCC1)O2	-9	-4	-0.1	-13	nt	17	6	-0.7
CC(C)NC(=O)N(C)C[C@@H]1Oc2ccc(NS(=O)(=O)c3ccc(F)cc3)cc2CC(=O)N([C@H](C)CO)C[C@H]1C	-7	4	-0.1	-5	0.0	7	-3	-0.2
CCCOc1cccc(-c2nn(-c3ccccc3)cc2/C=C(\C#N)C(=O)NCCCn2ccnc2)c1	17	-1	0.0	-88	-0.2	38	-4	1.6
Cc1n[nH]c(=O)c2c1nnn2Cc1ccccc1Cl	-1	1	0.1	-13	-0.3	20	8	0.0
CCOC(=O)C1=C(CCc2ccccc2)NC(=O)NC1c1ccc(Br)cc1 (centres undefined)	9	1	0.0	-13	-0.1	3	-6	-3.0
C[C@@H]1CN([C@@H](C)CO)C(=O)c2ccccc2-c2ccccc2CO[C@@H]1CN(C)S(=O)(=O)c1cccc(F)c1	nt	nt	0.1	nt	0.0	-3	nt	0.2
COc1ccc(C(=O)N2C[C@@H]3[C@H](c4ccccc42)[C@H](CO)N3Cc2ccccc2)cc1	-2	-2	0.3	0	0.0	3	-5	-1.2
C[C@@H]1CN([C@@H](C)CO)C(=O)c2cc(NS(=O)(=O)c3cccs3)ccc2O[C@@H](C)CCCCO[C@@H]1CN(C)C(=O)CCCN(C)C	46*	-3	0.2	17	0.4	15	3	-3.2
COc1ccccc1N(CC(=O)NC(C)(C)C)C(=O)CCC(=O)Nc1nccs1	2	3	0.0	-17	1.4	-1	-15	1.6
CCc1ccccc1N1CN(Cc2ccco2)CNC1=S	-2	5	0.1	-14	nt	nt	-8	-1.7
COc1ccc(Cn2c(-c3ccc(Br)cc3)c[n+]3ccccc23)cc1	-4	-7	0.1	-6	nt	-13	7	2.1
C[C@H](CO)N1C[C@H](C)[C@H](CN(C)S(=O)(=O)c2cccs2)OCc2cn(nn2)CCCC1=O	19	-2	-0.4	-6	0.7	11	-2	0.8
COc1ccccc1CNC(=O)COc1ccc([N+](=O)[O-])cc1	3	2	0.0	-10	nt	-10	nt	-1.2
C[C@H](CO)N1C[C@H](C)[C@@H](CN(C)C(=O)C2CC2)Oc2cc(Br)ccc2S1(=O)=O	-4	-2	0.4	4	nt	32	-4	-3.6
Cc1noc(C)c1NC(=O)N(C)C[C@H]1Oc2ccc(NC(=O)CCN3CCOCC3)cc2CC(=O)N([C@H](C)CO)C[C@H]1C	0	0	2.1	14	0.0	-1	5	1.0
Cc1cccc(C)c1OCC(=O)NNC(=O)CNC(=O)c1ccc(OC(F)F)cc1	8	0	0.1	-4	nt	2	4	3.8
C[C@H]1CN([C@@H](C)CO)C(=O)c2cccc(NS(=O)(=O)c3ccc(Cl)cc3)c2O[C@H]1CN(C)C(=O)Nc1ccccc1	40*	0	-1.0	21	-0.6	-13	-7	1.1
C[C@H](CO)N1C[C@H](C)[C@H](CN(C)C(=O)NC2CCCCC2)Oc2ccc(NC(=O)Cc3cn(C)c4ccccc34)cc2CC1=O	-2	1	0.2	-8	nt	14	-10	-0.5
COc1ccc(CC(=O)N(C)Cc2cccc(F)c2)cc1S(=O)(=O)N1CCOCC1	15	-193	0.1	15	-2.1	22	3	-0.3
COc1cccc(NC2SC(=O)N(c3ccccc3)C2=O)c1 (centres undefined)	8	3	-0.1	-8	0.0	-9	-11	2.9
CC(C)C#Cc1cnc2c(c1)C(=O)N([C@@H](C)CO)C[C@H](C)[C@@H](CN(C)C(=O)c1ccccc1F)O2	-2	0	-0.9	0	-0.2	5	-1	0.0
COc1ccccc1CCc1nnc(CCC(=O)NCC[C@@H]2C[C@@H]3C=C[C@H]2C3)o1	nt	2	0.0	-19	nt	-11	0	-2.3
Additional results follow:
SMILES	DENV2 CPE	CASP6 VEID inh	Xi reactivation	RAD52 anneal inh	E-sel inducer	INS-1E GSIS act	RAD54 branch	CFTR F508del cor
O=C(NCc1ccccc1)c1cccc(NC(=O)C2CC2)c1	-6	-3	0.0	-8	-0.1	0	2	-1.1
Cc1cc(C)n(-c2ccc(C(=O)Nc3ccc(S(=O)(=O)N(C)C)cc3)cc2)n1	12	2	0.0	-23	nt	-10	nt	0.7
O=C(CNC(=O)c1ccc(Br)o1)NNC(=O)c1ccc(Cl)cc1	-3	-1	0.0	-14	5.2	4	7	-0.1
O=C(Nc1nnc([C@@H]2C[C@H](O)[C@@H](CO)O2)s1)c1ccccc1Cl	6	0	0.0	-6	1.4	nt	2	-4.2
COc1ccc(-c2nn(-c3ccccc3)cc2C(=O)N2CCN(S(=O)(=O)c3ccccc3C#N)CC2)cc1	17	2	0.6	5	nt	-29	10	0.2
CS(=O)(=O)Nc1cc2c3c(c1)CCC(=O)N3CCC2	0	-2	0.0	-14	1.2	5	3	1.9
CN(C(=O)CSc1ccc2c(c1)OCCO2)c1ccccc1	-6	-1	0.1	-13	-0.5	0	8	-1.7
Cc1cc(OC(=O)c2ccc(S(=O)(=O)N3CCCCC3)cc2)c([N+](=O)[O-])c(=O)[nH]1	-2	12	0.2	-16	nt	-8	nt	2.1
C/C=C/c1cnc2c(c1)C(=O)N([C@@H](C)CO)C[C@@H](C)[C@@H](CN(C)Cc1ccccc1)O2	-3	3	-1.2	-2	0.1	30	5	-1.4
COc1cc(NC(=O)COc2ccc(Cl)cc2)ccc1NC(=O)C(C)C	-9	-1	0.0	10	0.0	3	nt	-0.4
C[C@@H]1CCCCO[C@@H](CN(C)Cc2ccccc2)[C@H](C)CN([C@H](C)CO)C(=O)c2cc(NS(C)(=O)=O)ccc2O1	3	-3	0.0	12	0.2	3	8	2.1
CCOC(=O)Nc1cccc(OCC(=O)Nc2ccc3c(c2)CCC3)c1	-8	-1	-0.5	-3	0.2	45*	1	0.2
CCc1ccc(/C=C2\SC(=S)N(CCCC(=O)N3CCCC3)C2=O)cc1	-5	2	0.0	-3	-0.7	-25	nt	3.3
CN(C)S(=O)(=O)c1cccc(NC(=O)c2ccc(S(=O)(=O)N3CCCCC3)cc2)c1	7	-3	0.0	-6	nt	-33	11	-1.3
O=C(Nc1cccc(Cl)c1)C1=CC=CN2CCS(=O)(=O)N=C12	1	1	0.1	-5	1.9	-1	-17	1.4
COc1cccc(C#Cc2ccc([C@H]3[C@@H](CO)N(C(=O)C4CCOCC4)[C@H]3C#N)cc2)c1	-2	10	0.1	-37	-0.3	8	nt	1.2
COc1ccc(C#Cc2ccc([C@@H]3[C@@H](CO)N4C(=O)CN(C(=O)NC(C)C)C[C@@H]34)cc2)cc1	-3	3	0.1	2	-0.1	10	nt	4.4
CC(C)NC(=O)Nc1cccc2c1O[C@H](CN(C)C(=O)Nc1ccc(C(F)(F)F)cc1)[C@@H](C)CN([C@@H](C)CO)C2=O	-9	-3	-0.9	13	0.9	-6	-6	1.6
CCOC(=O)C1CCN(S(=O)(=O)c2ccc3[nH]c(=O)oc3c2)CC1	-1	-4	0.0	-17	-0.1	8	-3	1.9
Cc1ccc(NC(=O)C(C)OC(=O)Cn2cnc3ccccc3c2=O)cc1 (centres undefined)	-5	-1	0.2	-11	0.6	1	8	-1.9
Cc1cc(C)c2nc(N(CCN(C)C)C(=O)/C=C/c3cccs3)sc2c1	-2	-2	0.3	-3	7.8	-13	12	1.9
CCCN(CCC)CCN1C(=O)C2C(C(=O)Nc3ccc(C)cc3)C3C=CC2(O3)C1C(=O)NC1CCCCC1 (centres undefined)	7	-5	0.0	-14	nt	-19	9	-0.9
CC(C)c1ccc(NC(=O)C(c2ccc3c(c2)OCO3)N2CCCCC2)cc1 (centres undefined)	-10	2	-0.1	-17	0.2	nt	-4	2.5
C[C@@H]1CN([C@H](C)CO)S(=O)(=O)c2ccc(C#C[C@@H](C)O)cc2O[C@@H]1CN(C)C(=O)c1ccccc1	8	2	-0.7	6	-0.6	29	4	1.8
COc1ccc(Br)c(C(=O)N2CCN(S(=O)(=O)c3cccs3)CC2)c1	-3	4	0.0	-10	2.7	-5	nt	1.1

Among those listed so far, these contain a furan ring, fused or not:
SMILES	DENV2 CPE	CASP6 VEID inh	Xi reactivation	RAD52 anneal inh	E-sel inducer	INS-1E GSIS act	RAD54 branch	CFTR F508del cor
CCc1ccccc1N1CN(Cc2ccco2)CNC1=S	-2	5	0.1	-14	nt	nt	-8	-1.7
O=C(CNC(=O)c1ccc(Br)o1)NNC(=O)c1ccc(Cl)cc1	-3	-1	0.0	-14	5.2	4	7	-0.1

Structures above with a cyano group:
SMILES	DENV2 CPE	CASP6 VEID inh	Xi reactivation	RAD52 anneal inh	E-sel inducer	INS-1E GSIS act	RAD54 branch	CFTR F508del cor
CCCOc1cccc(-c2nn(-c3ccccc3)cc2/C=C(\C#N)C(=O)NCCCn2ccnc2)c1	17	-1	0.0	-88	-0.2	38	-4	1.6
COc1ccc(-c2nn(-c3ccccc3)cc2C(=O)N2CCN(S(=O)(=O)c3ccccc3C#N)CC2)cc1	17	2	0.6	5	nt	-29	10	0.2
COc1cccc(C#Cc2ccc([C@H]3[C@@H](CO)N(C(=O)C4CCOCC4)[C@H]3C#N)cc2)c1	-2	10	0.1	-37	-0.3	8	nt	1.2

Arranged by molecular weight (rising): some entries from above
SMILES	DENV2 CPE	CASP6 VEID inh	Xi reactivation	RAD52 anneal inh	E-sel inducer	INS-1E GSIS act	RAD54 branch	CFTR F508del cor
CS(=O)(=O)Nc1cc2c3c(c1)CCC(=O)N3CCC2	0	-2	0.0	-14	1.2	5	3	1.9
Cc1ccc(NC(=O)C(C)OC(=O)Cn2cnc3ccccc3c2=O)cc1 (centres undefined)	-5	-1	0.2	-11	0.6	1	8	-1.9
CCc1ccc(/C=C2\SC(=S)N(CCCC(=O)N3CCCC3)C2=O)cc1	-5	2	0.0	-3	-0.7	-25	nt	3.3

Additional entries:
SMILES	DENV2 CPE	CASP6 VEID inh	Xi reactivation	RAD52 anneal inh	E-sel inducer	INS-1E GSIS act	RAD54 branch	CFTR F508del cor
c1cc[n+](CCC[n+]2ccccc2)cc1	-5	-31	0.0	-5	0.7	5	-4	2.9
CCN1CCCC1CNC(=O)C(=O)NCc1ccccc1 (centres undefined)	-5	0	-0.1	-12	11	-13	-7	1.7
C[C@@H]1CN([C@H](C)CO)C(=O)c2cccc(NC(=O)c3nc4ccccc4s3)c2O[C@H]1CN(C)S(=O)(=O)c1ccc(Cl)cc1	1	2	-0.1	-7	0.5	6	-1	0.6
CCCCOc1ncnc2c1[nH]c1ccccc12	nt	-1	nt	-17	nt	3	-2	nt
Cc1cc(C(=O)NCCCN2CCN(c3cc(Cl)ccc3C)CC2)n(-c2ccccc2)n1	-3	-2	-0.1	-7	0.3	-9	3	-2.3
Cc1nonc1C(=O)N1CCCC(N2CCN(c3ccc(F)cc3)CC2)C1 (centres undefined)	16	-2	0.0	-24	nt	-16	8	-2.7
C=CCN1CCN(C(CCC)c2nnnn2Cc2ccco2)CC1 (centres undefined)	-4	-10	0.3	-20	2.2	-16	nt	0.2
